Insulin prom up – MIN6 insulin promoter up-regulation; actives 0.3% (n = 190,000); MIN6 insulin promoter-GFP reporter, high-content imaging; stronger effect = higher value; z-score at 5 µM; AID 1625;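 active = z-score above 3 at 5 µM with at least 500 cells counted in the well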
ER stress rescue – rescue of cells from ER stress-induced death, primary screen, 384-well, CSM14.1, thapsigargin, ATP luminescence (AID 1222); CSM14.1 thapsigargin-induced death rescue, ATP luminescence; higher % means a stronger effect; cellular ATP content (survival), % at 20 µM; hits with a dose series show EC50 in µM; 190,000 tested, under 10 active;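 active = EC50 below 50 µM in the dose-response confirmation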;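 also: death triggered by thapsigargin at about 15 µM added after 2 h compound pretreatment; cell ATP read after overnight thapsigargin exposure of roughly 18 to 22 hours; normalized against plate controls of thapsigargin alone and 5% DMSO vehicle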
Dynein transport – blocks dynein driven cargo transport along microtubules; AID 1381; actives 0.47% (n = 220,000); 3617.4 mouse cells, GR-EGFP nuclear translocation imaging; test concentration mostly 20 µM; stimulated with dexamethasone, 1 µM; stronger effect = lower value; z-score, hits read low;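 active = plate z-score of nuclear minus cytoplasmic receptor signal below a set negative limit, without overly bright fluorescence or cell loss, cut at about -3.5 in these data, passing the limit was not always enough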;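 also: z-score of nuclear minus cytoplasmic ring GR-EGFP intensity difference per well; some compounds called inactive have numbers as strong as hits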
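Buffer or medium: tet-free, stripped-serum medium; Also added: dexamethasone, 1.0 µM final; Technique: high-content fluorescence imaging after fixation; Times: 48 h induction, 1 h compound, 30 min dex at 37 °C; Read-out: per-cell GR-EGFP intensity, nucleus versus surrounding cytoplasmic ring, well-averaged.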
M17LAP inhibition – P. falciparum M17LAP inhibitors, primary screen, biochemical, fluorogenic H-Leu-NHMec substrate, 1536-well (AID 1619) | recombinant M17LAP, H-Leu-NHMec fluorogenic kinetic assay; higher % means a stronger effect | inhibition, % at 30 µM; hits with a dose series show IC50 in µM | actives 0.38% (n = 220,000);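 active = compound inhibiting the enzyme by more than half at any dose during confirmatory dose-response retesting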;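 also: plate controls were full reaction with DMSO carrier for no effect and no enzyme background for full effect; strong numbers were not always called active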
Yfh1-off respiration – enhancers of respiration in Yfh1-depleted yeast, dose response, Friedreich's ataxia, plus single-dose screen (AID 1465); S. cerevisiae Yfh1-off respiration, WST-1 reduction, 72 h; higher fold induction means a stronger effect; fold induction at 50 µM; hits with a dose series show EC50 in µM; actives 0.074% (n = 220,000);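 active = fold induction of absorbance versus untreated yeast above a set limit, then at least 30% activation at any dose in follow-up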;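 also: activators that raise dye reduction in frataxin-depleted yeast; strong numbers were not always called active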
MT stabilize HCS – stabilizes microtubules in HeLa cells; AID 2205; actives 0.83% (n = 200,000); % tubulin-high responders, % at 10 µM; HeLa tubulin immunostaining HCS, 24 h; share of cells brighter than vehicle mean+2SD;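 active = plate Z-score above 3 for both tubulin-high and condensed-nucleus cell shares, with cell loss under 80%, at 10 µM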;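 also: anti alpha tubulin signal scored within the nucleus-defined area of each cell; some results filed as inactive read as strong as hits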
Autophagy HCS – autophagy modulation, high-content screen. MEF GFP-LC3 puncta imaging; test concentration mostly 10 µM. calls only at 10 µM (by protocol). actives 0.98% (n = 190,000). AID 463193;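 active = percentage of spot-positive cells more than 3 SD above its plate mean, without a fluorescence outlier flag or 80% toxicity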;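 also: spot-positive cell cutoff set from DMSO-treated cells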
Hep lipid drop – modulators of hepatic lipid droplet formation. AML12 mouse hepatocytes, oleate lipid droplets, BODIPY imaging. inhibition, % at 6.5 µM. actives 0.4% (n = 240,000). AID 1656;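 active = lipid droplet intensity inhibited by at least 50%, with more than 500 cells counted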
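Assay system: AML12 hepatocytes (mouse); Probe or stimulus: oleic acid at 100 µM to induce lipid droplet formation; Dosing: compound at 6.5 µM only; Schedule: compound with oleate, overnight; Detection: fluorescence imaging, 20x objective, two fields per well; Measure: % inhibition of lipid droplet signal.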
P. falciparum M1AAP – malaria alanyl aminopeptidase activity blockers – biochemical, fluorogenic H-Leu-NHMec substrate, 1536-well (AID 1445); recombinant M1AAP, H-Leu-NHMec fluorogenic kinetic assay; higher % means a stronger effect; inhibition, % at 30 µM, or IC50 in µM where a hit was titrated; actives 0.42% (n = 220,000);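 active = primary inhibition above the hit cutoff, then over 50% inhibition at one or more dose response concentrations, cut at about 23% in these data, passing the limit was not always enough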;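 also: plate controls were DMSO full reaction for no effect and no enzyme background for full effect; strong numbers were not always called active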
Dynein transport cytoplasmic EGFP – also measured in Dynein transport; calls as there; z-score; measured here: cytoplasmic GR-EGFP intensity; stronger effect = higher value
Dynein transport nuclear GR-EGFP – also measured in Dynein transport; calls as there; z-score; measured here: nuclear GR-EGFP intensity;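 lower value marks the stronger effect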
Dynein transport cell count – also measured in Dynein transport; calls as there; z-score; measured here: cell count per field
Insulin prom up cell count – recorded beside Insulin prom up, whose call it bears; cell count; measured here: cytotoxicity, nuclei count;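 total cells summed across four imaged fields per well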
Hep lipid drop cells 6.5 µM – second read-out of Hep lipid drop, no call of its own (marks repeat the call); cell count; measured here: cell count, cytotoxicity flag;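 cells counted across two imaged fields per well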
MT stabilize HCS Hoechst-high % – also measured in MT stabilize HCS; calls as there; % Hoechst-high responders; measured here: nuclear condensation Hoechst responders;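 share of cells brighter than vehicle mean plus two SD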
MT stabilize HCS cytotoxicity % – further read-out of MT stabilize HCS, marked with its call; toxicity, %; measured here: cytotoxicity by cell density;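 0% = mean cell density of plate MIN control wells and 100% = no cells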
Autophagy HCS cell loss 18 h – also measured in Autophagy HCS; calls as there; toxicity, %; measured here: cell loss, nuclei count;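 cell loss after 18 h compound exposure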
An asterisk follows results filed as active.

`CC(C)C(C(=O)NCc1ccco1)N(CC1CCCO1)C(=O)CNS(=O)(=O)c1ccccc1` (centres undefined) gave Insulin prom up -0.3, ER stress rescue -0.1%, Dynein transport -0.79, M17LAP inhibition -6%, Yfh1-off respiration inactive, MT stabilize HCS 2.0, Autophagy HCS inactive, Hep lipid drop -30, P. falciparum M1AAP 0%, Dynein transport cytoplasmic EGFP -0.32, Dynein transport nuclear GR-EGFP -0.5, Dynein transport cell count 0.84, Insulin prom up cell count 1369, Hep lipid drop cells 6.5 µM 652, MT stabilize HCS Hoechst-high % 3.3, MT stabilize HCS cytotoxicity % 6.9 and Autophagy HCS cell loss 18 h -4.
Screening O=C1c2ccccc2C(=O)N1c1cccc(-c2csc(Nc3ccc4c(c3)OCO4)n2)c1 returned Insulin prom up 0.23, ER stress rescue -0.7%, Dynein transport 0.9, M17LAP inhibition 4%, Yfh1-off respiration inactive, MT stabilize HCS 3.1, Autophagy HCS inactive, Hep lipid drop -9, P. falciparum M1AAP 7%, Dynein transport cytoplasmic EGFP -0.29, Dynein transport nuclear GR-EGFP 0.4, Dynein transport cell count -0.65, Insulin prom up cell count 1513, Hep lipid drop cells 6.5 µM 656, MT stabilize HCS Hoechst-high % 2.0, MT stabilize HCS cytotoxicity % 2.0 and Autophagy HCS cell loss 18 h 14.
Screening COc1ccc(C2=CC3=C(Br)C(=O)C(C)(OC(=O)C4CCCC4)C(=O)C3=CO2)cc1 (centres undefined) returned Dynein transport -0.0047, M17LAP inhibition 22%, Yfh1-off respiration inactive, Hep lipid drop -4, P. falciparum M1AAP 16%, Dynein transport cytoplasmic EGFP -0.72, Dynein transport nuclear GR-EGFP 0.16, Dynein transport cell count -0.13 and Hep lipid drop cells 6.5 µM 660.
`CC(Sc1nc(-c2ccccc2)cc(C(F)(F)F)n1)C(=O)O` (centres undefined) gave ER stress rescue 0.4%, Dynein transport 1.5, M17LAP inhibition 23%, Yfh1-off respiration inactive, Autophagy HCS inactive, Hep lipid drop -14, P. falciparum M1AAP -1%, Dynein transport cytoplasmic EGFP -0.29, Dynein transport nuclear GR-EGFP 1.1, Dynein transport cell count -0.34, Hep lipid drop cells 6.5 µM 706 and Autophagy HCS cell loss 18 h 15.
CC(C)=CCN1CCN(Cc2cccn2-c2ccccn2)CC1CCO (centres undefined) was read as Insulin prom up 0.49, ER stress rescue -2.7%, Dynein transport 0.58, M17LAP inhibition -2%, Yfh1-off respiration inactive, MT stabilize HCS 2.3, Autophagy HCS inactive, Hep lipid drop 2, P. falciparum M1AAP -3%, Dynein transport cytoplasmic EGFP -0.34, Dynein transport nuclear GR-EGFP -0.077, Dynein transport cell count 0.2, Insulin prom up cell count 1523, Hep lipid drop cells 6.5 µM 518, MT stabilize HCS Hoechst-high % 1.8, MT stabilize HCS cytotoxicity % 5.9 and Autophagy HCS cell loss 18 h -3.
CCOC(=O)/C(CCC[N+](C)(CC)CC)=N\O was read as Insulin prom up -0.62, ER stress rescue -2.3%, Dynein transport 1.7, M17LAP inhibition -11%, Yfh1-off respiration inactive, MT stabilize HCS 2.0, Autophagy HCS inactive, Hep lipid drop -15, P. falciparum M1AAP 4%, Dynein transport cytoplasmic EGFP 0.1, Dynein transport nuclear GR-EGFP 2.8, Dynein transport cell count -2.4, Insulin prom up cell count 1266, Hep lipid drop cells 6.5 µM 744, MT stabilize HCS Hoechst-high % 3.7, MT stabilize HCS cytotoxicity % 13 and Autophagy HCS cell loss 18 h -11.
For CCOCc1nnc(NC(=O)C2c3ccccc3Oc3ccccc32)s1 the results were Insulin prom up 0.16, ER stress rescue -1.1%, Dynein transport -1.5, M17LAP inhibition 4%, Yfh1-off respiration inactive, MT stabilize HCS 4.5, Autophagy HCS inactive, Hep lipid drop 3, P. falciparum M1AAP 6%, Dynein transport cytoplasmic EGFP -0.29, Dynein transport nuclear GR-EGFP -0.58, Dynein transport cell count 0.97, Insulin prom up cell count 1588, Hep lipid drop cells 6.5 µM 679, MT stabilize HCS Hoechst-high % 1.4, MT stabilize HCS cytotoxicity % 3.5 and Autophagy HCS cell loss 18 h 8.
C=CCN1C2CCCC1CC(NC(=O)Nc1cccc(C(C)=O)c1)C2 (centres undefined) was read as Insulin prom up 0.3, ER stress rescue -2.5%, Dynein transport -0.53, M17LAP inhibition -7%, Yfh1-off respiration inactive, MT stabilize HCS 3.8, Autophagy HCS inactive, Hep lipid drop 14, P. falciparum M1AAP -2%, Dynein transport cytoplasmic EGFP -0.18, Dynein transport nuclear GR-EGFP 0.13, Dynein transport cell count -0.058, Insulin prom up cell count 844, Hep lipid drop cells 6.5 µM 799, MT stabilize HCS Hoechst-high % 1.9, MT stabilize HCS cytotoxicity % 12 and Autophagy HCS cell loss 18 h -14.
Screening CCCCN(CC)CCCNC(=O)CS(=O)(=O)Cc1nc(-c2cccc(OC)c2)oc1C returned Insulin prom up 0.09, ER stress rescue -0.6%, Dynein transport -0.29, M17LAP inhibition -3%, Yfh1-off respiration inactive, MT stabilize HCS 3.0, Autophagy HCS inactive, Hep lipid drop -2, P. falciparum M1AAP 8%, Dynein transport cytoplasmic EGFP -0.25, Dynein transport nuclear GR-EGFP -0.86, Dynein transport cell count 0.55, Insulin prom up cell count 1735, Hep lipid drop cells 6.5 µM 709, MT stabilize HCS Hoechst-high % 1.6, MT stabilize HCS cytotoxicity % 4.4 and Autophagy HCS cell loss 18 h 2.
For COc1ccc(Cl)cc1-c1n[nH]c(=S)o1 the results were Insulin prom up 1.5, ER stress rescue -1.4%, Dynein transport -0.6, M17LAP inhibition 10%, Yfh1-off respiration inactive, MT stabilize HCS 4.1, Autophagy HCS inactive, Hep lipid drop 0, P. falciparum M1AAP 6%, Dynein transport cytoplasmic EGFP -0.25, Dynein transport nuclear GR-EGFP -0.44, Dynein transport cell count 0.39, Insulin prom up cell count 1351, Hep lipid drop cells 6.5 µM 715, MT stabilize HCS Hoechst-high % 2.1, MT stabilize HCS cytotoxicity % 8.4 and Autophagy HCS cell loss 18 h -4.
For CCOC(=O)c1cnc(-c2ccccc2)nc1Oc1cccc(Cl)c1 the results were ER stress rescue 3.1%, Dynein transport -0.15, M17LAP inhibition 10%, Yfh1-off respiration inactive, MT stabilize HCS 4.3, Autophagy HCS inactive, P. falciparum M1AAP -5%, Dynein transport cytoplasmic EGFP 0.41, Dynein transport nuclear GR-EGFP -0.11, Dynein transport cell count 0.16, MT stabilize HCS Hoechst-high % 2.1, MT stabilize HCS cytotoxicity % 9.7 and Autophagy HCS cell loss 18 h -23.
Cc1ccccc1NC(=O)N1CCN(C(=O)c2ccco2)CC1 was read as Insulin prom up 0, ER stress rescue 0.2%, Dynein transport -0.68, M17LAP inhibition -9%, Yfh1-off respiration inactive, MT stabilize HCS 3.8, Autophagy HCS inactive, Hep lipid drop 5, P. falciparum M1AAP 5%, Dynein transport cytoplasmic EGFP 0.63, Dynein transport nuclear GR-EGFP 0.38, Dynein transport cell count -0.42, Insulin prom up cell count 1632, Hep lipid drop cells 6.5 µM 691, MT stabilize HCS Hoechst-high % 2.2, MT stabilize HCS cytotoxicity % 4.0 and Autophagy HCS cell loss 18 h 7.

2 consecutive records from above:
`CC(C)C(C(=O)NCc1ccco1)N(CC1CCCO1)C(=O)CNS(=O)(=O)c1ccccc1` (centres undefined) gave Insulin prom up -0.3, ER stress rescue -0.1%, Dynein transport -0.79, M17LAP inhibition -6%, Yfh1-off respiration inactive, MT stabilize HCS 2.0, Autophagy HCS inactive, Hep lipid drop -30, P. falciparum M1AAP 0%, Dynein transport cytoplasmic EGFP -0.32, Dynein transport nuclear GR-EGFP -0.5, Dynein transport cell count 0.84, Insulin prom up cell count 1369, Hep lipid drop cells 6.5 µM 652, MT stabilize HCS Hoechst-high % 3.3, MT stabilize HCS cytotoxicity % 6.9 and Autophagy HCS cell loss 18 h -4.
Screening O=C1c2ccccc2C(=O)N1c1cccc(-c2csc(Nc3ccc4c(c3)OCO4)n2)c1 returned Insulin prom up 0.23, ER stress rescue -0.7%, Dynein transport 0.9, M17LAP inhibition 4%, Yfh1-off respiration inactive, MT stabilize HCS 3.1, Autophagy HCS inactive, Hep lipid drop -9, P. falciparum M1AAP 7%, Dynein transport cytoplasmic EGFP -0.29, Dynein transport nuclear GR-EGFP 0.4, Dynein transport cell count -0.65, Insulin prom up cell count 1513, Hep lipid drop cells 6.5 µM 656, MT stabilize HCS Hoechst-high % 2.0, MT stabilize HCS cytotoxicity % 2.0 and Autophagy HCS cell loss 18 h 14.

High-throughput results deposited in PubChem by several laboratories.
